hgDAF12 agonist: H. glycines DAF-12 receptor agonists, primary screen, cell-based, luminescence, HEK293, GAL4 fusion, UAS-luciferase; Nuclear hormone receptor DAF-12 (Heterodera glycines), GAL4 fusion; HEK293 GAL4-hgDAF12 UAS-luciferase reporter, agonist luminescence; normalized to butyrate control; activation, % at 6.8 µM; hit rate 1.8% among 370,000; AID 687014, 2013;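 active means activation above a cutoff set at the mean of all screened compounds plus 3 SD, cut at about 10% in these data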;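 further: 0% = DMSO wells and 100% = sodium butyrate wells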
HGIII-sPLA2 inh: human group III sPLA2 inhibitors, primary screen, biochemical, QFRET, BODIPY PC-A2 liposome substrate | Group 3 secretory phospholipase A2 (Homo sapiens), Q9NZ20 | QFRET BODIPY PC-A2 liposome hydrolysis, fluorescence | inhibition, % at 12.2 µM | hit rate 0.56% among 370,000 | AID 743126, 2013;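 active means inhibition above mean plus 3 SD of compounds lying within the high and low control bounds, cut at about 19% in these data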;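 further: 0% = median of test compound wells and 100% = no enzyme DMSO wells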
Target sequence (Q9NZ20 whole entry, looked up): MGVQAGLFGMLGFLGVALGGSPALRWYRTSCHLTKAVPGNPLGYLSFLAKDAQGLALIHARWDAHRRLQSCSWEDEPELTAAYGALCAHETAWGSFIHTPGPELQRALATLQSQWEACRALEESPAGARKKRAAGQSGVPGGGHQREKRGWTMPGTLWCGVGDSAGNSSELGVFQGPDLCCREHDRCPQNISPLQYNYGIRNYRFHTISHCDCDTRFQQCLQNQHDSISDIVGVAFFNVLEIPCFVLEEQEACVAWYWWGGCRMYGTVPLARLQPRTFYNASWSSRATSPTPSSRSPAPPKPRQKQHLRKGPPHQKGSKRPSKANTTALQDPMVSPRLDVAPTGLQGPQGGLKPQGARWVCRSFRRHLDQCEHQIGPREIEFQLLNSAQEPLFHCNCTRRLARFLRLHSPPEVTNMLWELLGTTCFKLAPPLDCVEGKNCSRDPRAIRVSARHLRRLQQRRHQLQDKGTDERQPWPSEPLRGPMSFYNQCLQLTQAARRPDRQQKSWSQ
hcDAF12 agonist: H. contortus DAF-12 nuclear receptor activators, primary screen, cell-based, luminescence, HEK293, lit1-tk-luc reporter; HEK293 hcDAF-12 lit1-tk-luc reporter; 0% DMSO, 100% Δ7-dafachronic acid; activation, % at 6.8 µM; hit rate 1.4% among 370,000; AID 652067, 2013;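 active means activation above the mean of all tested compounds plus 3 SD, cut at about 5.5% in these data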;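 further: 100% = response to 3 µM Δ7-dafachronic acid high control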
ADAM17 inh: ADAM17 inhibitors, primary screen, biochemical, QFRET; recombinant ADAM17, EDANS/DABCYL FRET peptide cleavage; inhibition, % at 6.95 µM; hit rate 0.83% among 370,000;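 active means inhibition above the mean of compounds lying between control limits plus 3 SD, set per campaign, cut at about 8.5% in these data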;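 further: 0% = DMSO-only wells as the low control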
FXN GAA850 act: FXN promoter activators, primary screen, cell-based, luciferase luminescence, HEK293 lucGAA850. HEK293 lucGAA850 FXN promoter luciferase reporter, 24 h; percent of 10 µM SAHA response. activation, % at 6 µM. hit rate 0.56% among 360,000;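 active means activation above the average of all compounds screened plus 3 SD, cutoff fixed separately per campaign, cut at about 7.5% in these data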;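 further: 0% = DMSO wells and 100% = 10 µM SAHA wells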
DAX1 inh-1: DAX1 (NR0B1) inhibitors on StAR promoter, primary screen, cell-based, luminescence, SF-1 (NR5A1), full-length DAX-1 | HEK293T StAR-luciferase reporter, SF-1/DAX-1 repression relief | hit rate 1.1% among 370,000 | inhibition, % at 6.8 µM | AID 652010, 2013;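 active means inhibition above the mean over all tested compounds plus 3 SD, cut at about 3.6% in these data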;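 further: 0% = DAX-1 cells with DMSO and 100% = cells lacking DAX-1 with DMSO; higher inhibition means more luminescence from relief of DAX-1 repression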
DAX1 inh-2: DAX1 (NR0B1) inhibitors, primary screen, cell-based, HEK293, Gal4-DAX1, luciferase luminescence. Nuclear receptor subfamily 0 group B member 1 (Homo sapiens), P51843. hit rate 0.99% among 340,000. HEK293 Gal4-DAX1 luciferase reporter. AID 504766, 2011. inhibition, % at 6.75 µM;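 active means inhibition above the mean over all tested compounds plus 3 SD, cut at about 4.2% in these data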;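 further: 0% = DAX1-transfected cells with DMSO and 100% = empty-vector control cells with DMSO; inhibition shows as a rise in luminescence from relieved DAX1 repression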
Target sequence (P51843 207-470 limits assumed): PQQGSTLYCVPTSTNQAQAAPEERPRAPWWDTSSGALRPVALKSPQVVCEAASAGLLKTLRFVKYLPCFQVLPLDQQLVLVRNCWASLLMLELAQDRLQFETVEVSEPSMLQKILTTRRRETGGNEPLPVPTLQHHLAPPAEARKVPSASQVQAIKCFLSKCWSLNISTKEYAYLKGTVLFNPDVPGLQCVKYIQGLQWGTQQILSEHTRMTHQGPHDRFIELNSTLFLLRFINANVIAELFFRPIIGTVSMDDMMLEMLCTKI
PLCg1 inh: PLC-gamma1 enzyme inhibitors, primary screen, biochemical, fluorescence, purified enzyme; fluorogenic substrate; inhibition, % at 12.2 µM; hit rate 0.84% among 370,000; in the data active means inhibition above about 9.5%
ADAM10 inh: human ADAM10 inhibitors, primary screen, biochemical, QFRET, HTS | Disintegrin and metalloproteinase domain-containing protein 10 (Homo sapiens), O14672 | recombinant ADAM10, EDANS/DABCYL FRET peptide cleavage, 3 h | inhibition, % at 7 µM | hit rate 0.62% among 370,000 | AID 720582, 2013;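 active means inhibition above a per-campaign cutoff equal to the mean of compounds falling between control-based bounds plus 3 SD, cut at about 20% in these data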;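 further: 0% = DMSO wells while the 100% control is not disclosed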
ssDAF-12 act: S. stercoralis DAF-12 nuclear receptor activators, primary screen, cell-based, luminescence, HEK293, GRIP1 co-expression, lit1-tk-luc | Nuclear hormone receptor DAF-12 (Strongyloides stercoralis) | HEK293 ssDAF-12/GRIP1 lit1-tk-luc reporter; % of 3 µM dafachronic acid response | AID 652126, 2013 | activation, % at 6.8 µM | hit rate 1% among 370,000;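 active means activation above the mean over all tested compounds plus 3 SD, cut at about 0.9% in these data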;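 further: 0% = DMSO-only wells and 100% = 3 µM delta7-dafachronic acid wells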
PLC-beta3 inh: human PLC-beta3 inhibitors, primary screen, biochemical, fluorescence; 1-phosphatidylinositol 4,5-bisphosphate phosphodiesterase beta-3 (Homo sapiens), Q01970; Purified PLC-beta3, fluorogenic substrate; inhibition, % at 12.2 µM; hit rate 0.18% among 370,000; in the data active means inhibition above about 11%;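 further: 0% = median of compound wells on plate and 100% = full blocker control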
The depositor's hits bear a star.

1	COc1ccc(-c2nc3ccccc3nc2-c2ccccc2)cc1
2	COc1ccc2c(CCNC(=O)/C=C/c3ccc(OC)c(OC)c3)c[nH]c2c1
3	c1ccc(Nc2nc(-c3ccncc3)nc3ccccc23)cc1
4	c1ccc(-c2nnnn2-c2ccccn2)cc1
5	CCCn1nnc(NC(=O)c2ccc(-c3cccc(Cl)c3)o2)n1
6	Cc1cc(NC(=O)Cc2ccccc2)ccc1NC(=O)c1cccs1
7	O=C(NCC1CCCO1)c1ccc(S(=O)(=O)N2CCC(c3nc4ccc(Cl)cc4[nH]3)CC2)cc1 (configuration not stated)
8	Cc1cc(C(=O)CCl)c(C)n1-c1c(C)n(C)n(-c2ccccc2)c1=O
9	COc1ccc(C(=O)C[n+]2ccc(N(C)C)cc2)cc1
10	COc1ccc(NC(=S)NCc2ccc3c(c2)cc(C)n3C)cc1
Compound,1,2,3,4,5,6,7,8,9,10
hgDAF12 agonist,-0.1,-3.4,0.2,2.1,1.5,2.0,-2.9,-3.0,0.2,-2.3
HGIII-sPLA2 inh,1.9,-28.4,1.1,-0.4,-2.0,-10.7,-10.0,0.7,3.5,22.4*
hcDAF12 agonist,0.5,-1.7,-2.4,-0.5,-0.3,-0.3,-2.1,-1.4,-2.4,-1.1
ADAM17 inh,-23.9,-2.5,1.2,1.1,-3.0,0.0,-1.5,0.3,2.7,-2.1
FXN GAA850 act,1.9,-3.6,-2.9,1.1,-0.4,1.0,-0.6,-9.3,0.3,-1.5
DAX1 inh-1,-0.7,-0.7,-0.4,0.1,1.9,0.2,-0.8,-0.1,-0.5,0.3
DAX1 inh-2,-0.4,-1.0,-0.9,1.3,1.7,1.6,-1.2,-0.3,0.3,-0.2
PLCg1 inh,-247.2,0.3,-2.8,-1.8,-3.9,-0.1,0.8,0.6,6.5,-3.5
ADAM10 inh,-56.4,-3.9,-2.5,3.1,-10.9,2.5,-0.7,2.2,8.6,-20.2
ssDAF-12 act,-2.1,-1.8,-1.3,-1.1,-0.6,-2.2,-1.9,-1.0,-1.9,-1.1
PLC-beta3 inh,-265.4,-7.2,-5.2,3.5,-5.8,0.5,2.7,1.9,0.2,-12.4

11	Cc1ccc(C(=O)OCC2OC3OC(C)(C)OC3C2O)cc1 (configuration not stated)
12	C[C@H]1CCCCO[C@H](CN(C)Cc2ccccc2)[C@@H](C)CN([C@@H](C)CO)C(=O)c2cc(NC(=O)CCC(F)(F)F)ccc2O1
13	CCOc1ccc2oc(C(=O)OCC(=O)NCc3ccc(OC)cc3)c(C)c2c1
14	CCC1CCCCN1CCCNC(=O)CN1C(=O)COc2ccc(S(=O)(=O)N3CCC(C)CC3)cc21 (configuration not stated)
15	Cc1cc(C)cc(NC(=S)N(CCN2CCCCC2)Cc2ccco2)c1
16	O=C(CC1C(=O)N(c2ccccc2)C(=O)N1C1CCCCC1)Nc1ccccc1 (configuration not stated)
17	N#CC12CCCCC1CC1CCCCC1(C#N)N2CCO (configuration not stated)
18	COc1ccc(Nc2nnc(C)c(=O)[nH]2)c(OC)c1
19	Cc1cccc(NC(=O)CN2C(=O)CSC2=O)c1
20	CCc1sc(C(=O)N(CCOC)c2c(N)n(Cc3ccccc3)c(=O)[nH]c2=O)cc1C
21	O=C(COc1ccccc1)NCC(c1ccco1)N1CCN(c2ccc(F)cc2)CC1 (configuration not stated)
22	CC(C)Nc1nc(C#N)nc(NC(C)C)n1
23	COC(=O)c1cc(Br)ccc1NC(=O)CSCc1c(C)noc1C
Compound,11,12,13,14,15,16,17,18,19,20,21,22,23
hgDAF12 agonist,2.2,1.1,-1.0,0.2,-3.3,0.6,-1.0,2.6,0.4,-1.0,-1.1,-3.2,-0.7
HGIII-sPLA2 inh,15.2,-1.2,-3.0,-1.6,7.1,-12.6,1.7,-1.7,-3.9,3.2,-7.3,10.5,-2.2
hcDAF12 agonist,0.1,0.2,0.1,-0.4,0.4,-1.1,0.1,-0.7,-1.0,-0.9,-2.3,-0.8,-0.6
ADAM17 inh,-7.1,-4.6,-20.5,0.4,-1.8,0.0,-1.9,-0.8,-5.0,-2.9,-5.6,-1.3,-0.6
FXN GAA850 act,2.6,-4.1,1.7,-0.8,0.0,0.4,-0.8,-1.4,-0.3,0.6,2.0,-1.8,2.8
DAX1 inh-1,0.6,-0.3,-0.2,3.2,-0.3,-0.4,-0.7,0.2,-0.4,-0.3,-1.4,-0.8,1.0
DAX1 inh-2,0.1,0.8,0.3,0.1,0.8,-0.5,0.2,3.7,-0.3,2.3,-0.1,-0.8,-0.7
PLCg1 inh,0.1,-2.1,-45.8,2.5,-0.4,-0.4,-3.1,2.4,-0.9,-1.2,0.0,1.9,0.9
ADAM10 inh,1.3,-21.2,-76.9,-9.0,-1.9,-4.0,0.9,-0.7,2.1,-8.8,4.8,-4.6,2.3
ssDAF-12 act,-0.3,-0.9,-1.1,-1.3,-1.2,-0.6,-1.0,-1.0,-1.2,-1.7,-1.2,-1.2,-1.6
PLC-beta3 inh,-0.8,1.3,-59.7,-5.9,-2.8,-1.3,-2.5,-4.5,-7.5,-0.5,-7.9,-2.9,-2.9

Three structures out of the list, ordered by length of the SMILES, rising:
13	CCOc1ccc2oc(C(=O)OCC(=O)NCc3ccc(OC)cc3)c(C)c2c1
21	O=C(COc1ccccc1)NCC(c1ccco1)N1CCN(c2ccc(F)cc2)CC1 (configuration not stated)
2	COc1ccc2c(CCNC(=O)/C=C/c3ccc(OC)c(OC)c3)c[nH]c2c1
Compound,13,21,2
hgDAF12 agonist,-1.0,-1.1,-3.4
HGIII-sPLA2 inh,-3.0,-7.3,-28.4
hcDAF12 agonist,0.1,-2.3,-1.7
ADAM17 inh,-20.5,-5.6,-2.5
FXN GAA850 act,1.7,2.0,-3.6
DAX1 inh-1,-0.2,-1.4,-0.7
DAX1 inh-2,0.3,-0.1,-1.0
PLCg1 inh,-45.8,0.0,0.3
ADAM10 inh,-76.9,4.8,-3.9
ssDAF-12 act,-1.1,-1.2,-1.8
PLC-beta3 inh,-59.7,-7.9,-7.2

Taken from the results shown (7 entries):
12	C[C@H]1CCCCO[C@H](CN(C)Cc2ccccc2)[C@@H](C)CN([C@@H](C)CO)C(=O)c2cc(NC(=O)CCC(F)(F)F)ccc2O1
13	CCOc1ccc2oc(C(=O)OCC(=O)NCc3ccc(OC)cc3)c(C)c2c1
14	CCC1CCCCN1CCCNC(=O)CN1C(=O)COc2ccc(S(=O)(=O)N3CCC(C)CC3)cc21 (configuration not stated)
15	Cc1cc(C)cc(NC(=S)N(CCN2CCCCC2)Cc2ccco2)c1
16	O=C(CC1C(=O)N(c2ccccc2)C(=O)N1C1CCCCC1)Nc1ccccc1 (configuration not stated)
17	N#CC12CCCCC1CC1CCCCC1(C#N)N2CCO (configuration not stated)
18	COc1ccc(Nc2nnc(C)c(=O)[nH]2)c(OC)c1
Compound,12,13,14,15,16,17,18
hgDAF12 agonist,1.1,-1.0,0.2,-3.3,0.6,-1.0,2.6
HGIII-sPLA2 inh,-1.2,-3.0,-1.6,7.1,-12.6,1.7,-1.7
hcDAF12 agonist,0.2,0.1,-0.4,0.4,-1.1,0.1,-0.7
ADAM17 inh,-4.6,-20.5,0.4,-1.8,0.0,-1.9,-0.8
FXN GAA850 act,-4.1,1.7,-0.8,0.0,0.4,-0.8,-1.4
DAX1 inh-1,-0.3,-0.2,3.2,-0.3,-0.4,-0.7,0.2
DAX1 inh-2,0.8,0.3,0.1,0.8,-0.5,0.2,3.7
PLCg1 inh,-2.1,-45.8,2.5,-0.4,-0.4,-3.1,2.4
ADAM10 inh,-21.2,-76.9,-9.0,-1.9,-4.0,0.9,-0.7
ssDAF-12 act,-0.9,-1.1,-1.3,-1.2,-0.6,-1.0,-1.0
PLC-beta3 inh,1.3,-59.7,-5.9,-2.8,-1.3,-2.5,-4.5

High-throughput results: PubChem, The Scripps Research Institute Molecular Screening Center
